UCHL1 inh: blocks human UCHL1 ubiquitin-rhodamine cleavage. P09936. purified UCHL1, Ub-rhodamine cleavage fluorescence. inhibition, % at 20 µM. hit rate 0.2% among 47,000
Target sequence (P09936 whole entry, looked up): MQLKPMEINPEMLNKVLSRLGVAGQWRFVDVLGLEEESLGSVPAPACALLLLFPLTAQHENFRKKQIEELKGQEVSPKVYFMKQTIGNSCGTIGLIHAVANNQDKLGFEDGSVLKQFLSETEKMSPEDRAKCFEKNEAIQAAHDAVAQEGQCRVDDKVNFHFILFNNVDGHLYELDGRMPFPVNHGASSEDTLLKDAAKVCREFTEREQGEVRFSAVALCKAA
USP30 block: human USP30 deubiquitinase inhibition; purified USP30, Ub-rhodamine cleavage fluorescence; inhibition, % at 25 µM; hit rate 5.3% among 47,000; AID 1645860
USP7 inh: human USP7 deubiquitinase inhibition | inhibition, % at 20 µM | Q93009 | purified USP7, Ub-rhodamine cleavage fluorescence | hit rate 0.3% among 47,000
USP17 block: blocks human USP17 ubiquitin-rhodamine cleavage. A8MUK1. purified USP17, Ub-rhodamine cleavage fluorescence, 3 h. inhibition, % at 50 µM. hit rate 6.5% among 47,000
Target sequence (A8MUK1 whole entry, looked up): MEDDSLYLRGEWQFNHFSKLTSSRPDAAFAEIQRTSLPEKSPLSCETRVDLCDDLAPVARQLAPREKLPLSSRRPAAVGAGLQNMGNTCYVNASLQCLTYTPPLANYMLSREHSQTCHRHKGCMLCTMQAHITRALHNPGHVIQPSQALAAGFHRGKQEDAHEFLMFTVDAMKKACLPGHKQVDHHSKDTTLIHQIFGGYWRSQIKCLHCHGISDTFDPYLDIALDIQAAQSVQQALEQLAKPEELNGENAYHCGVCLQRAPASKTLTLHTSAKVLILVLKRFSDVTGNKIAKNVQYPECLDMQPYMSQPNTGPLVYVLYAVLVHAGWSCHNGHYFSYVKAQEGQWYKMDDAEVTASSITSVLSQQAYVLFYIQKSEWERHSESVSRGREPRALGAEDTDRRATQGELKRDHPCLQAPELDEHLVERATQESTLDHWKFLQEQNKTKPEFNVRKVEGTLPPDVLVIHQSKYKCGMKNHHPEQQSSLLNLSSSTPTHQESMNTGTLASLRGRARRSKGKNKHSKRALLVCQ
OTUD3 block: blocks human OTUD3 ubiquitin-rhodamine cleavage; Q5T2D3; purified OTUD3, Ub-rhodamine fluorescence, 2 h; inhibition, % at 25 µM; hit rate 0.7% among 47,000; AID 1645858
USP28 inh: inhibitors of human USP28 deubiquitinase | Q96RU2 | purified USP28, Ub-rhodamine cleavage fluorescence, 30 min | inhibition, % at 25 µM | hit rate 3% among 47,000
USP10 inh: inhibitors of human USP10 deubiquitinase | Q14694 | purified USP10, Ub-rhodamine fluorescence, 60 min | inhibition, % at 20 µM | hit rate 1.1% among 47,000 | AID 1645856
USP8 inh: blocks human USP8 ubiquitin-rhodamine cleavage | hit rate 4.2% among 47,000 | inhibition, % at 20 µM | purified USP8, Ub-rhodamine cleavage fluorescence, 30 min | P40818
* hit, by the source's call; i = inactive; . = not tested or not shown. No stated cut-off is given here; in the data, active means inhibition above about 30%; inactive means the rest.

[1] Cc1ccc(C(=O)N[C@@H](C)c2nnc3ccccn23)cc1
[2] Cc1ccc(NC(=O)c2cn(-c3cc(N4CCOCC4)ncn3)cn2)cc1F
[3] Cc1nnc(NC(=O)NCc2cccc(C(F)(F)F)c2)s1
[4] Cc1ccc(C)c(Cn2nnc3c(=O)[nH]c(C4CCN(S(=O)(=O)c5ccc(S(=O)(=O)NC6CCCCC6)cc5)CC4)nc32)c1
[5] CCC1CCCCN1Cc1ccc(CNC(=O)CCc2nnc3ccc(N4CCOCC4)nn23)o1 (stereo unspecified)
[6] COc1ccc(C(=O)NC2=C(C(=O)c3ccccc3)N(Cc3ccccc3)S(=O)(=O)c3ccccc32)cc1OC
assay / compound	1	2	3	4	5	6
UCHL1 inh	3	-4	-2	2	-4	-2
USP30 block	11	-68	-1	16	-1	-24
USP7 inh	3	2	0	15	-3	1
USP17 block	2	12	18	1	-4	-27
OTUD3 block	10	-11	0	3	5	-64
USP28 inh	20	-10	7	23	-5	-15
USP10 inh	2	-6	3	20	-6	-2
USP8 inh	-7	-41	7	-120	12	-270

[7] CCOC(=O)N1CCN(c2nc3c(c(=O)n(C)c(=O)n3C)n2CCSc2nnnn2-c2ccccc2)CC1
[8] CCn1c(=O)c(C(=O)NCc2ccc(Cl)cc2)nc2cccnc21
[9] CN(C)C(=O)N1Cc2ccccc2OC2(CCN(C(=O)Cc3cnc[nH]3)CC2)C1
[10] Cc1cc(C(=O)N2CC[C@H]3NC(=O)c4ccccc4OCCCCC[C@H]3C2)nc(=O)[nH]1
[11] CCOC(=O)c1cnc(SC)nc1Oc1cccc2cccnc12
[12] N#C/C(=C\c1ccc(OCc2cccc(C(=O)O)c2)cc1)c1ccc(F)cc1
assay / compound	7	8	9	10	11	12
UCHL1 inh	4	-1	0	-24	-1	5
USP30 block	16	-13	7	-96	-13	0
USP7 inh	6	-7	0	-26	-6	31*
USP17 block	0	-21	-15	-15	-1	69*
OTUD3 block	8	-3	3	-19	-2	8
USP28 inh	4	-24	-3	-25	-5	29
USP10 inh	0	-3	0	-10	0	77*
USP8 inh	7	-34	-171	2	16	59*

[13] Cc1nccc(N2CCCC2c2cnc(-c3ncc[nH]3)cn2)n1 (stereo unspecified)
[14] Cc1ccc(-c2nnc(-c3ccccc3)o2)cc1S(=O)(=O)N1CCCC1
[15] CS(=O)(=O)c1cccc(NC(=O)C2CC(=O)Nc3ccccc32)c1 (stereo unspecified)
[16] Cn1c([C@H]2CCN(S(=O)(=O)c3ccc(F)cc3)C2)nc2ccccc21
[17] CN1c2ccccc2CN(CC(N)=O)CC1Cc1ccccc1 (stereo unspecified)
[18] COc1cccc(-c2noc(N3CCN(c4ccccc4F)CC3)n2)c1OC
assay / compound	13	14	15	16	17	18
UCHL1 inh	-5	4	1	-2	-162	0
USP30 block	-44	11	17	-3	i	-3
USP7 inh	-6	3	2	-4	-170	-1
USP17 block	-46	-6	9	-5	-172	0
OTUD3 block	-12	3	6	-6	-239	-1
USP28 inh	-21	-7	5	0	-228	-2
USP10 inh	-6	4	-1	0	-10	0
USP8 inh	-172	-6	11	-23	-241	-6

[19] CC(C)c1cccc(NC(=O)c2nc(N3CCSCC3)c3cnn(C)c3n2)c1
[20] O=C(C1CCCC1)N1CCCC1c1ccnc(Nc2ccccn2)n1 (stereo unspecified)
[21] Cc1ccn2cc(-c3ccc(NC(=O)C(C)Oc4ccccc4)cc3)nc2n1 (stereo unspecified)
[22] CCOC(=O)C1=C(CN2CCC3(CC2)OCCO3)NC(=O)NC1c1cccc(OC)c1OC (stereo unspecified)
[23] Cc1ccc(N2C(=O)N(CC(=O)Nc3ccc(C)cc3C)C(=O)C2C)cc1 (stereo unspecified)
[24] O=C(Nc1ccccc1F)C1CCCN(c2nnc3ccccn23)C1 (stereo unspecified)
assay / compound	19	20	21	22	23	24
UCHL1 inh	11	-3	0	2	-1	-1
USP30 block	0	-17	-1	3	8	9
USP7 inh	17	-9	8	1	0	3
USP17 block	6	-3	-6	1	-3	5
OTUD3 block	11	-1	-6	4	-8	2
USP28 inh	27	-10	-6	6	-6	14
USP10 inh	15	1	13	0	-2	-1
USP8 inh	25	-7	40*	15	2	13

[25] O=C(Nc1ccccc1)c1cccnc1N1CCNC(c2ccccc2)C1 (stereo unspecified)
[26] Cc1nc(C2CN(Cc3ncc(C(C)C)o3)CCO2)n[nH]1 (stereo unspecified)
[27] CCCC(O)CCCCCCCc1cc(O)cc(O)c1C(=O)OC(CCC)CCCCCCCc1cc(O)cc(O)c1 (stereo unspecified)
[28] O=C(Cn1cnc(S(=O)(=O)N2CCc3ccccc32)c1)Nc1ccc(F)cc1
[29] COc1ccccc1Oc1ncc(-c2ccc(Cl)cc2)cc1C#N
[30] O=C(Cc1ccccc1F)N1CCC(c2[nH]nc3nccnc23)CC1
assay / compound	25	26	27	28	29	30
UCHL1 inh	-7	0	6	1	0	-1
USP30 block	-31	10	20	3	-9	6
USP7 inh	-3	1	0	0	-6	-1
USP17 block	-16	-9	91*	11	-6	-9
OTUD3 block	-12	-5	19	-2	1	-1
USP28 inh	-15	-4	26	0	-4	-2
USP10 inh	-7	-1	76*	0	-1	0
USP8 inh	-27	-7	15	-8	3	-34

[31] COc1ccc(CNC(=O)C(C)N2CCN(c3ccc(C(C)=O)cc3)CC2)cc1 (stereo unspecified)
[32] Cc1nnc(-c2[nH]c(C)c(S(=O)(=O)NC(C)c3ccccc3)c2C)o1 (stereo unspecified)
[33] Cc1cc(-c2cnc(N3CCCC3)nc2C2CCN(c3ncccn3)CC2)on1
[34] CSc1cccc(NC(=O)N2Cc3cccn3-c3ccccc32)c1
[35] Cc1[nH]n2c(=O)cc(C(C)C)nc2c1-c1ccccc1
[36] CN1CCCn2nc(C3CCN(C(=O)Nc4ccc5c(c4)OCCO5)CC3)cc2C1=O
assay / compound	31	32	33	34	35	36
UCHL1 inh	0	0	8	4	-1	0
USP30 block	-9	29	23	-19	15	12
USP7 inh	0	2	4	7	0	4
USP17 block	-6	12	6	-37	0	2
OTUD3 block	-2	-1	3	-2	6	4
USP28 inh	-8	14	6	9	14	14
USP10 inh	1	-2	4	-7	5	0
USP8 inh	-11	20	5	13	4	-21

[37] CCOc1ccc2ncc(S(=O)(=O)c3ccccc3)c(Nc3ccc(C)cc3)c2c1
[38] Cc1cc(C(=O)N2C[C@H](OCC3CC3)[C@H]3COC[C@H]32)no1
[39] Cc1cnc(N2CCC3(CC2)CC(Oc2cccnc2)C3)nc1
[40] CCOC(=O)c1cnc(Nc2ccccc2OCC)c2ccccc12
[41] CC(C)NC(=O)N1C[C@H]2C[C@H](C(=O)NCc3ccccc3)[C@@H](C1)O2
[42] O=C(Nc1ccc(F)cc1)c1ccc(CN2CCOCC2)cc1
assay / compound	37	38	39	40	41	42
UCHL1 inh	8	-1	0	-7	1	3
USP30 block	8	-8	4	-110	19	14
USP7 inh	11	2	-4	-8	4	4
USP17 block	13	0	-31	-14	1	14
OTUD3 block	19	5	5	-27	11	12
USP28 inh	5	4	10	-34	6	24
USP10 inh	2	0	0	-4	-1	0
USP8 inh	-9	3	-177	60*	2	11

Grouped by structure, the entries above with a Cl atom.
[8] CCn1c(=O)c(C(=O)NCc2ccc(Cl)cc2)nc2cccnc21
[29] COc1ccccc1Oc1ncc(-c2ccc(Cl)cc2)cc1C#N
assay / compound	8	29
UCHL1 inh	-1	0
USP30 block	-13	-9
USP7 inh	-7	-6
USP17 block	-21	-6
OTUD3 block	-3	1
USP28 inh	-24	-4
USP10 inh	-3	-1
USP8 inh	-34	3

Remaining list, next part
[43] CN=C(N)NCCC/C=C/CCCC(C)CC(C)C1OC(=O)/C=C/C(C)C(O)CC(O)C(C)C(O)CCC(C)C(O)CC2(O)OC(CC(OC(=O)CC(=O)O)CC(O)CC(O)C(C)C(O)/C=C/C1C)CC(O)C2O (stereo unspecified)
[44] COc1cccc(CN2C[C@@]34CN(C(=O)NC5CCCC5)C[C@@H](C[C@@H]3S2(=O)=O)O4)c1
[45] COC(=O)C1CN(C(=O)COc2ccccc2C)c2ccccc2O1 (stereo unspecified)
[46] Cc1cccc(N(C)C(=O)Cn2cccc(S(=O)(=O)N3CCCC3)c2=O)c1
[47] CC(=O)N1CCC(NC2(Cc3cc(C(C)(C)C)on3)COC2)CC1
[48] c1ccc(-c2nnc3ccc(SCc4cccnc4)nn23)nc1
assay / compound	43	44	45	46	47	48
UCHL1 inh	9	-3	1	-3	-1	1
USP30 block	15	17	20	-6	-61	25
USP7 inh	9	0	-2	0	0	1
USP17 block	19	11	7	-5	-46	14
OTUD3 block	6	5	9	9	-23	10
USP28 inh	53*	10	15	-12	-29	8
USP10 inh	3	5	0	-5	-1	-2
USP8 inh	13	15	19	-18	-6	25

3 records drawn at random from those above:
[34] CSc1cccc(NC(=O)N2Cc3cccn3-c3ccccc32)c1
[10] Cc1cc(C(=O)N2CC[C@H]3NC(=O)c4ccccc4OCCCCC[C@H]3C2)nc(=O)[nH]1
[8] CCn1c(=O)c(C(=O)NCc2ccc(Cl)cc2)nc2cccnc21
assay / compound	34	10	8
UCHL1 inh	4	-24	-1
USP30 block	-19	-96	-13
USP7 inh	7	-26	-7
USP17 block	-37	-15	-21
OTUD3 block	-2	-19	-3
USP28 inh	9	-25	-24
USP10 inh	-7	-10	-3
USP8 inh	13	2	-34

The results go on:
[49] COCCn1ccc2nc(C)c(C(=O)NCc3ccco3)cc2c1=O
[50] Cc1ccc(-c2nn(-c3ccccc3)cc2COC(=O)c2ccc(S(=O)(=O)N(C)C)cc2)cc1C
[51] O=C(NCc1cccc(F)c1)C1CCN(c2cnccn2)CC1
[52] CC(=O)c1ccccc1NC(=O)COc1ccc(-c2ccc(C#N)cc2)cc1
[53] C=C1CCC2C(C)(CCC=C(C)C)C(OC(C)=O)CCC2(C)C1Cc1c(O)c(C)c(C)oc1=O (stereo unspecified)
[54] CC(C)Cn1cc(C(=O)N2CCCC2)c2ccccc2c1=O
assay / compound	49	50	51	52	53	54
UCHL1 inh	-4	1	3	3	8	1
USP30 block	-180	-7	16	5	19	5
USP7 inh	-25	7	.	12	17	3
USP17 block	-50	-6	9	78*	21	2
OTUD3 block	-27	-4	5	5	12	6
USP28 inh	-41	-5	-4	9	20	3
USP10 inh	-2	2	-4	11	32*	0
USP8 inh	-18	-2	2	16	15	1

Along the list, from the results shown:
Nos. 49 to 54 in OTUD3 block read -27, -4, 5, 5, 12, 6
Nos. 49 to 54 in USP17 block read -50, -6, 9, 78*, 21, 2

Going on with the list:
[55] Cn1cccc1C(=O)N1CC[C@@H]2Oc3ccccc3S(=O)(=O)N(CC3CC3)[C@H]2CC1
[56] Cc1ccnc2nc(NC(=O)c3cccc(Cl)c3)nn12
[57] c1cncc(-c2nc(Nc3ccc4c(c3)OCCCO4)c3ccccc3n2)c1
[58] O=C([C@@H]1C[C@@H]2CCN(c3ccncn3)C[C@H]2O1)N1CCCC1
[59] CCN(CC)S(=O)(=O)c1ccc(C(=O)Nc2cc(S(=O)(=O)N3CCOCC3)ccc2N2CCN(C)CC2)cc1
[60] O=C(c1ccncc1)N1CC2(CCN(Cc3ccc(-c4ccccc4)cc3)CC2)C1
assay / compound	55	56	57	58	59	60
UCHL1 inh	1	0	-7	0	-2	5
USP30 block	6	6	-14	0	-47	18
USP7 inh	-2	3	-1	1	-2	8
USP17 block	0	3	40*	-8	-38	-21
OTUD3 block	0	8	-18	1	-26	0
USP28 inh	6	3	6	1	-28	0
USP10 inh	2	1	-5	-3	-3	-2
USP8 inh	0	-49	1	-90	-142	-42

Compound activity: PubChem, Dana-Farber Cancer Institute and Novartis Institutes for BioMedical Research (Cambridge, Mass)
